High-throughput results as filed in PubChem BioAssay.
Cardio protect: modulators protecting cardiomyocytes from myocardial damage; 0.63% of 360,000 active; H9c2 cardiomyocytes, H2O2 injury protection, ATPLite, 2 h; protection from H2O2 cell death, % at 20 µM; AID 588492;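 active = compounds giving at least 50% protection of heart cells from peroxide-induced death in the single-dose screen, raw or plate-pattern-corrected value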;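 also: 0% = DMSO wells with peroxide and 100% = DMSO wells without peroxide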
ABHD5 PLIN5 PPI: inhibitors of human ABHD5-perilipin-5 interaction | Q00G26+Q8WTS1 | Split G. princeps luciferase complementation, luminescence, 4 h | inhibition, % at 4 µM | 0.78% of 360,000 active | AID 602281;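 active = inhibition above the mean inhibition across every tested compound plus 3 SD, cut at about 22% in these data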;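 also: 0% = DMSO only wells and the 100% control is not disclosed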
NOD2-RIPK2 inh: inhibitors of human NOD2-RIPK2 interaction | 0.38% of 360,000 active | AID 624267 | CHO BLA complementation NOD2-RIPK2, CCF4 ratio | inhibition, % at 4.98 µM | O43353; in the data active = inhibition above about 21%;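 also: 0% = vehicle only and 100% = reference blocker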
MC4R antagonist: blocks human MC4R cAMP signaling; MC4R-expressing cells, MTII-stimulated cAMP, LANCE TR-FRET; 0.48% of 360,000 active; inhibition, % at 6.5 µM; P32245;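 active = inhibition above its plate's cutoff, the mean of tested wells on that plate plus 3 SD, cut at about 29% in these data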;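 also: 0% = Melanotan II alone and 100% = Melanotan II plus saturating MCL0020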
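System: U2OS cells stably expressing human melanocortin 4 receptor (MC4R). Reagent: Melanotan II challenge after compound preincubation. Doses: 6.5 µM. Times: 30-min compound, 1-h challenge, 1-h detection, room temperature. Measured by: TR-FRET with Eu-cAMP and labeled anti-cAMP, 671 nm. Replicates: singlicate.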
SRC2 inh: inhibits human steroid receptor coactivator 2; Q15596; HEK293 GAL4-SRC2 luciferase reporter, luminescence; inhibition, % at 9 µM; 0.17% of 370,000 active; AID 651957;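 active = inhibition above the mean inhibition of all tested compounds plus 3 SD, set per campaign, cut at about 52% in these data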;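 also: 0% = DMSO treated cells and 100% = cells given Gossypol at 36 µM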
Target sequence (Q15596 whole entry, looked up, the tested form may be a part): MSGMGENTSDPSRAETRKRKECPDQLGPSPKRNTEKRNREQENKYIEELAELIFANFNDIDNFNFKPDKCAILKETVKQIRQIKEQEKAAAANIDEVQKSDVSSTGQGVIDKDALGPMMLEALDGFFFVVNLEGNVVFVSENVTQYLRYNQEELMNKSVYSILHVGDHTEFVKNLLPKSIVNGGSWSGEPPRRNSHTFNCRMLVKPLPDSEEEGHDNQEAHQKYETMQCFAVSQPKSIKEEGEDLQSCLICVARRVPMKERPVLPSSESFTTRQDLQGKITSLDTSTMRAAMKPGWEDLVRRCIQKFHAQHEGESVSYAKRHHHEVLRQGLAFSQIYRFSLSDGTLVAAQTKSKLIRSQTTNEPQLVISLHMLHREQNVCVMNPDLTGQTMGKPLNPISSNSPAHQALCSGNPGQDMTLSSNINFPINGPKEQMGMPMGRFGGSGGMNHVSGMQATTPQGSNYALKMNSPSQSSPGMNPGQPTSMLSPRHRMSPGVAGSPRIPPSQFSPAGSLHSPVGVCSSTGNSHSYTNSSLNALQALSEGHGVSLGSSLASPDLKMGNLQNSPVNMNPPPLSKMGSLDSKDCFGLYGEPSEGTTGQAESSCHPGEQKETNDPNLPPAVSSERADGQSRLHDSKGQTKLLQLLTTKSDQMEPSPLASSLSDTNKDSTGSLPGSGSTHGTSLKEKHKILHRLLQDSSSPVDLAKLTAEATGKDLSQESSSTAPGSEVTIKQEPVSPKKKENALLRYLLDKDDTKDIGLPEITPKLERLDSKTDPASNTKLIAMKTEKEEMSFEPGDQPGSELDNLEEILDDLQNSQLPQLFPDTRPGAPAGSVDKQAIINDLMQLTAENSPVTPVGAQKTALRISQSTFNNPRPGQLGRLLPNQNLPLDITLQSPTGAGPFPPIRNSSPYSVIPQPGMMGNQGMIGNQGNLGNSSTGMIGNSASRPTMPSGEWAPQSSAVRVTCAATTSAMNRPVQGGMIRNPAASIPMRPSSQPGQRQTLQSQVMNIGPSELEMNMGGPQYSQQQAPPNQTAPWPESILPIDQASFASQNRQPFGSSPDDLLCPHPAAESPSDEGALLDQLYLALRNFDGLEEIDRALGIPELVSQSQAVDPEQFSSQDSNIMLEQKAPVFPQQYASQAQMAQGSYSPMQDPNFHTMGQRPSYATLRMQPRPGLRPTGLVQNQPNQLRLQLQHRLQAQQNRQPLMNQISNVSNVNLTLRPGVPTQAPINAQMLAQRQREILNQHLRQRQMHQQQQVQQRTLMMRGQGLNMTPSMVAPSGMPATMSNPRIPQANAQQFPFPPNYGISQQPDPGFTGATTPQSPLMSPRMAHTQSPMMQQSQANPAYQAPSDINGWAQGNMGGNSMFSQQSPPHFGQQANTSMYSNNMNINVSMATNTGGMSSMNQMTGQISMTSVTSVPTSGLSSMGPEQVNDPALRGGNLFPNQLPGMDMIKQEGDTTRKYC
TLR9-MyD88 inh: inhibitors of human TLR9-MyD88 binding; inhibition, % at 4.98 µM; 0.21% of 340,000 active; CHO BLA complementation TLR9-MyD88, CCF4 FRET ratio; Q9NR96+Q99836;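 active = inhibition above the mean over all tested compounds plus 3 SD, cut at about 21% in these data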;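 also: 0% = DMSO only wells and 100% = clavulanate BLA inhibitor control wells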
Glyco luc inh: blocks N-linked glycosylation in D54 reporter cells; AID 588692; 0.23% of 360,000 active; D54 ERlucT glycosylation luciferase reporter, 24 h; percent of 100 nM tunicamycin response; reporter increase, % at 12.5 µM;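 active = mean luciferase reporter signal, scaled so untreated is 0 and the glycosylation-blocking control 100, at or above a set limit in every replicate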;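 also: luciferase carries N-glycosylation sites so blocking glycosylation raises the light; 0% = median of neutral control wells and 100% = median of 100 nM tunicamycin wells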
HTR2A ag: activates the mouse 5-HT2A serotonin receptor. P35363. AID 624169. activation, % at 7.6 µM. CHO-K1 mHTR2A beta-arrestin complementation, luminescence; percent of 30 µM serotonin response. 0.66% of 360,000 active;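 active = activation above a run cutoff, the mean activation of all tested compounds plus 3 SD, cut at about 14% in these data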;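 also: 0% = plate median of compound wells and 100% = 30 µM serotonin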
MC4R barr agon: human MC4R agonism via beta-arrestin. 0.98% of 360,000 active. activation, % at 8.9 µM. U2OS MC4R beta-arrestin complementation, luminescence; percent of melanotan II response, DMSO zero. AID 540308;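 active = activation above a per-plate cutoff, the mean activation of sample wells on that plate plus 3 SD, cut at about 8% in these data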
ABCB6 inh MLPCN: blocks the human ABCB6 transporter; Q9NP58; K562-ABCB6 porphyrin accumulation, flow cytometry, 1 h; hits give low values; fluorescence ratio to DMSO, % at 10 µM; 0.19% of 360,000 active;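 active = fluorescence ratio to DMSO below 75%, the collection mean minus 3 SD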;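 also: signal is porphyrin accumulated inside mitochondria; 100% equals median channel fluorescence of DMSO control wells; lower ratio means ABCB6 inhibition with less porphyrin fluorescence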
* marks the source's active call; other numbers are inactive results; x = no result given. These rows are one share of the data (hit frequency here may not be typical).

SMILES	Cardio protect	ABHD5 PLIN5 PPI	NOD2-RIPK2 inh	MC4R antagonist	SRC2 inh	TLR9-MyD88 inh	Glyco luc inh	HTR2A ag	MC4R barr agon	ABCB6 inh MLPCN
COCCCNC(=S)Nc1ccc(C)cc1	-1	-7	-5	12	7	-1	2	-2	-0.5	98
C[C@H](CO)N1C[C@H](C)[C@@H](CN(C)Cc2ccc(-c3ccccc3)cc2)Oc2c(NS(=O)(=O)c3ccccc3)cccc2C1=O	-7	3	-12	3	0	7	2	0	-0.6	103
COc1ccc(C(C#N)N2CCCCCC2)cc1OC (configuration not stated)	-1	-1	2	4	4	7	1	8	-0.7	94
Cc1nn(C)c(C)c1CN(C(=O)CCc1nnc(Cc2c[nH]c3ccccc23)o1)C(C)C	8	12	0	-1	10	-6	1	-3	-1.5	88
COc1ccc(-c2noc(CSc3nnc(Cc4ccccc4)n3-c3ccc(Cl)cc3)n2)cc1	-7	4	-13	0	9	0	-1	1	1.1	101
Cc1ccc(C)c(CN2CCC(CNC(=O)Nc3ccc(C)c(C)c3)CC2)c1	0	0	6	-3	-6	0	-5	-14	1.4	98
Cc1ccccc1C(=O)Oc1ccc2ccc(O)cc2c1	-6	-6	-1	-3	-30	0	0	-4	5.0	105
O=C(NC1CCCCC1)C(c1cccs1)N(CC1CCCO1)C(=O)c1csnn1 (configuration not stated)	2	-7	7	2	-6	9	-1	-3	-3.1	99
NC(=O)CSc1nc2ccccc2n1-c1ccccc1	-1	2	-5	-1	0	6	3	2	-1.1	96
O=C(CC1SC2=NCCN2C1=O)Nc1ccc(Br)cc1 (configuration not stated)	-2	-4	4	12	-14	14	2	-1	-1.8	101
O=C(NCCc1csc(-c2cccnc2)n1)c1c(F)cccc1F	9	-7	-8	-7	-13	7	-2	-3	-0.8	96
COc1cc(C(=O)Nc2ccccc2N2CCOCC2)ccc1OCc1c(C)noc1C	12	2	-8	-3	-18	-8	5	4	-2.2	101
O=C(NCc1ccccn1)c1cccc([N+](=O)[O-])c1	-7	1	-12	0	-2	6	1	-3	-1.8	103
CCC(C)(C)C1CCC2(CC1)NC(=O)N(CC(=O)N1CCN(C(=O)c3ccco3)CC1)C2=O (configuration not stated)	1	-5	-8	-3	-12	4	-2	12	0.1	96
C[C@H]1CN([C@@H](C)CO)C(=O)CCCn2nncc2CO[C@H]1CN(C)C(=O)Nc1cccc2ccccc12	5	0	-2	x	-8	x	1	1	x	98
CCN(CC(=O)NCc1ccc(Cl)cc1)S(=O)(=O)c1ccc(F)cc1	-3	-3	2	0	-12	-1	-3	-3	-0.4	98
OC(CN1CCC(Cc2ccccc2)CC1)C(F)(F)F (configuration not stated)	-1	3	5	-1	-28	-14	-1	4	1.5	95
O=S(=O)(c1ccc(-c2csc(-c3cccnc3)n2)cc1)N1CCOCC1	6	5	0	1	-17	1	3	1	0.4	98
COC(=O)c1ccc(C(=O)OC)c(NC(=S)N2CCN(C)CC2)c1	-14	-6	-7	-2	-21	-1	2	-2	-0.7	98
O=C(NCc1ccccn1)c1ccc(Cl)c(S(=O)(=O)N2CCCCCC2)c1	11	0	-11	2	21	2	-4	3	-1.4	97
Cc1ccc(NC(=O)NC(=O)CN2CCN(c3ccc(O)cc3)CC2)c(C)c1	-2	4	-3	3	-5	-2	-2	1	1.7	92
Cc1ccc(S(=O)(=O)n2cnc3ccccc32)cc1[N+](=O)[O-]	0	-6	-5	29*	-34	3	1	8	1.4	108
CN(C)c1nc(-c2ccccc2)ns1	-1	5	-3	-5	-21	-9	0	-2	-0.4	95
CCOC(=O)c1c(NC(=O)COc2ccccc2C#N)sc2c1CC(C)(C)NC2(C)C	-14	4	-5	2	7	-3	-4	6	-0.9	100
O=C1NC[C@H](CCCCN2CCN(CCc3ccccc3)C(=O)C2=O)N(CCc2ccccc2)C1=O	x	3	3	x	7	x	x	-2	x	99
Cc1ccc(C)c(NC(=S)N/N=C2/CCCCc3ccccc32)c1	26	-3	-15	1	17	13	-2	-23	-1.3	94
O=S(=O)(Nc1nc(-c2ccccc2)cs1)c1cc(Cl)ccc1Cl	-5	3	-6	-1	-23	-3	0	4	0.1	111
COCCCNC(=O)CCc1nnc(Cc2ccc(-c3ccccc3)cc2)o1	-5	7	-6	21	-3	-3	1	1	-4.6	97
N#CCN1CCC/C1=C\[N+](=O)[O-]	-2	-11	-15	-3	-17	4	2	-4	-1.9	91
Cn1c(=O)c2c(nc(N/N=C/c3ccco3)n2C)n(C)c1=O	23	3	6	-21	-10	3	3	0	-0.2	98
N=C1C(c2ccccc2)=C(O)CN1NC(=O)c1ccc(Cl)cc1	-6	5	-17	12	-17	4	3	10	2.5	102
CSc1nc(SC(C)C(=O)O)c2c3c(sc2n1)COC(C)(C)C3 (configuration not stated)	-3	2	4	22	14	0	2	3	-2.0	92
O=C(CSc1ncn(-c2ccccc2)n1)Nc1nncs1	15	0	-1	7	-6	-2	3	3	0.8	97
COc1ccc(-c2cc3ccc(OC(C)C(=O)O)cc3oc2=O)cc1 (configuration not stated)	-2	22*	7	3	9	0	1	1	-1.8	94
CC(C)(C)C1CCC(C(=O)Nc2ccccc2)CC1 (configuration not stated)	-4	4	-4	-5	-11	-6	-1	0	10*	91
O=c1c2c(nc3nc[nH]n13)CCC2	9	3	-10	14	1	2	0	1	-1.4	120
O=c1[nH]c2cc3c(cc2cc1C(c1nnnn1C1CCCC1)N1CCSCC1)OCCO3 (configuration not stated)	4	-8	-15	-3	3	-6	0	7	0.8	104
C/C(=N/OCc1ccc(Br)cc1)c1ccccn1	-13	6	-2	-3	-23	3	-10	0	8.6*	87
O=C(O)C1C2C=CC(O2)C1C(=O)NC1CCCc2ccccc21 (configuration not stated)	-2	1	-5	1	-11	-2	1	4	-1.7	98
C/C(=C\C(=O)O)C(=O)Nc1nccs1	13	-3	-2	2	11	-2	1	0	0.0	100

Of the compounds above, these contain a furan ring, fused or not:
SMILES	Cardio protect	ABHD5 PLIN5 PPI	NOD2-RIPK2 inh	MC4R antagonist	SRC2 inh	TLR9-MyD88 inh	Glyco luc inh	HTR2A ag	MC4R barr agon	ABCB6 inh MLPCN
CCC(C)(C)C1CCC2(CC1)NC(=O)N(CC(=O)N1CCN(C(=O)c3ccco3)CC1)C2=O (configuration not stated)	1	-5	-8	-3	-12	4	-2	12	0.1	96
Cn1c(=O)c2c(nc(N/N=C/c3ccco3)n2C)n(C)c1=O	23	3	6	-21	-10	3	3	0	-0.2	98

Next structures:
SMILES	Cardio protect	ABHD5 PLIN5 PPI	NOD2-RIPK2 inh	MC4R antagonist	SRC2 inh	TLR9-MyD88 inh	Glyco luc inh	HTR2A ag	MC4R barr agon	ABCB6 inh MLPCN
Cc1ccnc2nc(C(=O)Nc3nnc(-c4ccc(Cl)cc4)o3)nn12	11	4	-5	-2	-18	-7	5	0	-1.6	93
COc1ccc(S(=O)(=O)N(C)C)cc1NC(=O)COC(=O)C1CC1	-3	-5	0	10	9	-11	-2	-5	-0.9	101
COC(=O)c1ccc(C2C(C(=O)c3ccco3)=C(O)C(=O)N2CC2CCCO2)cc1 (configuration not stated)	-2	0	-4	15	-14	-3	2	4	-0.8	100
CCOCCOC(=O)c1ccc(NC(=O)C2COc3ccccc3O2)cc1 (configuration not stated)	19	2	13	-2	4	5	-1	11	-2.3	102
Cc1ccc(S(=O)(=O)N2CCC(C(=O)NCCCN3CCCC3=O)CC2)cc1	0	-2	-3	-2	1	6	0	-4	-1.6	97
CCCCNC(=O)CSc1nc2ccc(NC(=O)CSc3nnc(COc4ccccc4C)n3C)cc2s1	-14	-7	-4	1	0	-3	-1	-3	-1.2	x
CCOC(=O)c1cccc(NC(=O)CCc2nc(-c3ccc(C)cc3)no2)c1	-24	-6	-9	6	19	-8	-1	-2	2.2	87
Cc1cccc(-n2c(O)c(C=Nc3ccc(O)cc3)c3ccccc3c2=O)n1	20	-1	1	-17	-23	-1	5	3	-2.8	102
Cn1nnnc1SCC(=O)NCc1ccco1	1	2	-4	8	11	-7	0	1	-1.4	96
CCN(CC)C(=O)Cc1c(O)c2ccccc2[nH]c1=O	-3	-9	-2	1	-40	-9	0	-6	-0.2	102
CCOC(=O)C(C)Sc1nnc(-c2ccccc2O)n1Cc1ccccc1 (configuration not stated)	-12	-4	-18	3	-14	-6	0	1	-0.4	89
CCN(CC)CCN(C(=O)c1cc2c(ccc3ccccc32)oc1=O)c1nc2cc3c(cc2s1)OCCO3	-9	6	9	1	0	-10	11	6	4.3	90
Cc1c(Br)cnn1C(C)C(=O)N1CCN(c2ccc(F)cc2)CC1 (configuration not stated)	2	-1	4	10	-34	-9	1	4	3.0	92
CC1=CC(c2ccccc2)n2nc(N3C(=O)CCC3=O)nc2N1 (configuration not stated)	-6	8	-5	3	12	7	2	1	-1.4	93
O=C(N/N=C/c1ccc(OC(=O)c2ccccc2)cc1)c1cccnc1	0	3	-8	-13	-5	-1	4	-6	-3.0	158
CCOc1ccc(N2C(=O)Cc3ccccc3C2=O)cc1	9	-5	-7	1	-49	18	1	-9	-2.0	73*
COc1ccc(C/C(N)=N/OC(=O)Cc2ccc(OC)c(OC)c2)cc1	-4	9	-2	18	11	0	0	0	2.0	98
CCC(Sc1nc2ccc(C)cc2[nH]1)C(=O)O (configuration not stated)	-1	0	-7	8	-21	-17	1	0	-0.3	96
CCC(C(=O)NC(C)(C)C)N(C(=O)Cn1nnc(-c2cccs2)n1)c1cnc2ccccc2c1 (configuration not stated)	-6	3	5	-1	-12	3	-4	2	-1.0	101
COc1ccc(-c2csc3nc(C)nc(N4CCC(C)CC4)c23)cc1OC	-4	-7	-8	7	4	0	10	2	1.3	95
Cc1cc(CNC(=O)Cc2c(F)cccc2Cl)nn1C	8	-3	-2	7	x	0	-1	-2	-1.0	107
COc1cccc(COC(=O)c2ccc3c(c2)NC(=O)C(C)S3)c1OC (configuration not stated)	-6	1	-3	2	9	4	-2	2	19*	101
CC(C)Nc1nnc(SCC(=O)Nc2ccc3c(c2)C(=O)c2ccccc2C3=O)s1	18	3	-6	14	-51	4	0	5	4.0	101
CCSc1nc2ccccc2n1CCC(=O)O	6	1	1	21	-7	-2	2	2	3.0	101
CCNC(=O)C1(C)CCCN1C(=O)c1ccc(N(C)C)cc1 (configuration not stated)	1	8	2	2	-6	x	0	4	-0.8	110
Cc1ccc(N(CC(=O)N2CCCCC2)S(=O)(=O)c2ccc(C)cc2)cc1	5	-4	-11	4	15	7	-2	-1	-1.2	89
Cc1cccc(-c2c3c(=O)n(C)c(=O)n(C)c3cn2CC2CCCO2)c1 (configuration not stated)	9	-2	-4	-1	5	-2	2	1	0.7	101
Cc1ccc(Cl)cc1NC(=O)c1cccc(OC(F)F)c1	-1	-11	1	8	x	-4	0	-4	-0.8	96
c1ccc(-c2nc3c4ccccc4ccn3c2Cc2ccsc2)cc1	-4	-14	0	x	x	x	-1	-2	x	93
COc1cc(OC)c(C(=O)Nc2ccc3ccccc3c2)cc1OC	1	-2	6	22	x	3	-2	-6	1.6	104
